NFkB SMM = binders of NF-kB p50 subunit, primary screen, biochemical, small molecule microarray, anti-His fluorescence; calls only; Nuclear factor NF-kappa-B p105 subunit (Homo sapiens), P19838; AID 624139, 2012; 17,000 compounds, 1.3% hits; anti-His fluorescence binding;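 active means spot fluorescence over background significantly raised, with a chance value under 7% in all four replicate spots of the compound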;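 further: probe protein is his-tagged human p50 processed subunit at 1 µg/ml; raw spot fluorescence signals with no normalization applied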
Target sequence (P19838 1-433 limits assumed): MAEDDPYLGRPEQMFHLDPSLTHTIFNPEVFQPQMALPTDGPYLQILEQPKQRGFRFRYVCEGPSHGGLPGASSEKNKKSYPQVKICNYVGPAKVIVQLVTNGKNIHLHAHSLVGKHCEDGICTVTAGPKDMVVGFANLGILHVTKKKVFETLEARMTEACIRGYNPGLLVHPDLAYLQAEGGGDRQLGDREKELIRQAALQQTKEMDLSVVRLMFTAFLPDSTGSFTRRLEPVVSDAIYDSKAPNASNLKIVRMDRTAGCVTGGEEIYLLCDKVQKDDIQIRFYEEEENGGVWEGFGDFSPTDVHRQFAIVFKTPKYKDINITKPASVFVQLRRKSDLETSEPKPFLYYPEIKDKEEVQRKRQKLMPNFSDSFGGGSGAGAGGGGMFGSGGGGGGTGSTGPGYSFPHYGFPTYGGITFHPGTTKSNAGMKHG
Calls only; i = inactive; + = active, no number. This is a subset. The share of hits here may be higher or lower than overall.

structure | NFkB SMM
COc1ccc(S(=O)(=O)Nc2cccc3c2O[C@@H](CN(C)Cc2ccc4c(c2)OCO4)[C@H](C)CN([C@@H](C)CO)C3=O)cc1 | i
C[C@@H]1CN([C@H](C)CO)C(=O)Cc2cc(NS(=O)(=O)c3ccc(Cl)cc3)ccc2O[C@H]1CN(C)Cc1ccc(C(=O)O)cc1 | i
C[C@@H]1CN([C@H](C)CO)C(=O)c2cccc(NC(=O)Nc3ccc(F)cc3)c2O[C@H]1CN(C)S(=O)(=O)c1ccc(Cl)cc1 | i
Cc1ccc(S(=O)(=O)c2nc(S(C)(=O)=O)sc2NCC2CCCO2)cc1 (centres undefined) | i
Cc1noc(C)c1S(=O)(=O)Nc1cccc2c1O[C@@H](CN(C)C(=O)Nc1ccccc1)[C@@H](C)CN([C@H](C)CO)C2=O | i
C[C@@H]1CN([C@@H](C)CO)C(=O)c2cc(NS(=O)(=O)c3ccc(F)cc3)ccc2O[C@@H](C)CCCCO[C@H]1CN(C)Cc1ccc2c(c1)OCO2 | i
CCOc1ccc(NC(=O)c2c(NC(=O)CN(C)C)sc3c2CCC3)cc1 | i
Cc1noc(C)c1NC(=O)N(C)C[C@@H]1Oc2c(NC(=O)c3nc4ccccc4s3)cccc2C(=O)N([C@@H](C)CO)C[C@H]1C | i
O=S(=O)(c1cccc2cnccc12)N1CCNCC1 | i
CC(C)NC(=O)Nc1ccc2c(c1)C(=O)N([C@H](C)CO)C[C@@H](C)[C@H](CN(C)C(=O)Cc1ccccc1)OCCCC[C@@H](C)O2 | i
CCc1ccc(NC(=O)CSc2nc3ccccc3[nH]2)cc1 | i
C[C@H]1CN([C@@H](C)CO)C(=O)CCCn2nncc2CO[C@@H]1CN(C)C(=O)Nc1ccccc1F | i
C[C@@H]1CCCCO[C@H](CN(C)C(=O)CCC(F)(F)F)[C@H](C)CN([C@@H](C)CO)C(=O)c2cc(NS(C)(=O)=O)ccc2O1 | i
Clc1cccc(Cl)c1Cn1cnc2c(Oc3cccnc3)ncnc21 | i
C[C@@H]1CCCCO[C@H](CN(C)C(=O)C2CCCCC2)[C@@H](C)CN([C@H](C)CO)C(=O)c2cc(NS(=O)(=O)c3cccs3)ccc2O1 | i
Cc1noc(C)c1NC(=O)N(C)C[C@@H]1Oc2ccc(NC(=O)C3CC3)cc2C(=O)N([C@@H](C)CO)C[C@H]1C | i
C[C@@H]1CN([C@H](C)CO)C(=O)c2cccc(NC(=O)NC3CCCCC3)c2O[C@@H]1CN(C)C(=O)Nc1ccccc1 | i
CC(C)NC(=O)N(C)C[C@H]1OCCCC[C@@H](C)Oc2ccc(N(C)C)cc2C(=O)N([C@H](C)CO)C[C@@H]1C | i
C[C@@H]1CN([C@H](C)CO)C(=O)c2cc(NS(C)(=O)=O)ccc2O[C@H]1CN(C)Cc1ccc(Cl)c(Cl)c1 | i
CC(C)NC(=O)N(C)C[C@H]1Oc2ccc(NC(=O)CCC(F)(F)F)cc2CC(=O)N([C@H](C)CO)C[C@H]1C | i
O=C1O[C@@H](c2ccccc2)[C@@H](c2ccccc2)N2[C@@H](c3ccc(OCCO)cc3)[C@]3(C(=O)Nc4ccc(C#CC5=CCCCC5)cc43)[C@@H](C(=O)N3CCCCCCC3)[C@H]12 | i
COc1ccc([Si](C)(C)[C@H]2[C@H](CCO)O[C@@]3(C(=O)N(Cc4ccc(N5CCCCC5=O)cc4)c4ccccc43)[C@@H]2C)cc1 | i
C[C@@H]1CN([C@@H](C)CO)C(=O)Cc2cc(NS(=O)(=O)c3ccc(Cl)cc3)ccc2O[C@@H]1CN(C)S(=O)(=O)c1ccccc1 | i
O=C(NCc1ccccc1)c1ccc(Br)cc1[N+](=O)[O-] | i
C[C@H]1CCC[C@@H](O)CC(=O)c2c(O)cc(O)cc2CC(=O)O1 | i
C[C@H](CO)N1C[C@H](C)[C@@H](CN(C)S(=O)(=O)c2ccccc2)Oc2c(NC(=O)Nc3ccc4c(c3)OCO4)cccc2C1=O | i
CCCCC[C@H](O)/C=C/C1=C(C/C=C\CCCC(=O)O)C(=O)CC1 | i
C[C@H]1CN([C@@H](C)CO)C(=O)c2cc(NC(=O)CCCN(C)C)ccc2O[C@H]1CN(C)Cc1ccc2c(c1)OCO2 | i
CC1(C)CC[C@]2(C(=O)O[C@@H]3O[C@H](CO)[C@@H](O)[C@H](O)[C@H]3O)CC[C@]3(C)C(=CCC4[C@@]5(C)C[C@@H](O)[C@H](O)C(C)(C)C5CC[C@]43C)C2[C@@H]1O (some centres undefined) | i
CC(=C\C(=O)O)/C=C(\C)CC(C)CCCCC(O)C(CO)C(=O)O (centres undefined) | i
CC(C)NC(=O)Nc1ccc2c(c1)C(=O)N([C@H](C)CO)C[C@H](C)[C@H](CN(C)S(=O)(=O)c1ccccc1)OCCCC[C@H](C)O2 | i
C[C@@H]1CN([C@H](C)CO)C(=O)c2cc(NC(=O)c3ccncc3)ccc2O[C@H]1CN(C)Cc1ccncc1 | i
Cc1c(CCC(=O)O)c(=O)oc2c(C)c(OCc3ccccc3Cl)ccc12 | i
C[C@H]1CN([C@@H](C)CO)C(=O)c2cc(NS(=O)(=O)c3ccc(Cl)cc3)ccc2O[C@H]1CN(C)C(=O)Nc1cccc2ccccc12 | i
COc1ccc(C#Cc2ccc3c(c2)[C@]2(C(=O)N3)[C@H](c3ccccc3OCCO)N3[C@H](c4ccccc4)[C@H](c4ccccc4)OC(=O)[C@H]3[C@@H]2C(=O)O)cc1 | i
C#Cc1ccc([C@H]2C=C(C(=O)O)O[C@@H](OCC)[C@@H]2CCCO)cc1 | i
COc1ccc([C@H]2Oc3cc(O)cc(O)c3C(=O)[C@@H]2O)cc1 | i
CCO[C@@H]1OC(C(=O)O)=C[C@H](c2cn(C(C)=O)c3ccccc23)[C@H]1CCCO | i
Cc1cccc(C)c1NC(=O)C(C)N (centres undefined) | i
COc1ccccc1-n1c(SCC(N)=O)nc2ccc(I)cc2c1=O | i
Cc1c(NC(=O)COc2ccc(Br)cc2)cccc1-c1nc2ncccc2o1 | i
C[C@@H]1CN([C@@H](C)CO)C(=O)Cc2cc(NC(=O)CCN3CCOCC3)ccc2O[C@H]1CN(C)S(C)(=O)=O | i
C[C@H](CO)N1C[C@H](C)[C@H](CN(C)C)OCCCC[C@H](C)Oc2ccc(N(C)C)cc2C1=O | i
Cc1ccc(OC(=O)N(C)C[C@@H]2OCc3cn(nn3)CCCC(=O)N([C@@H](C)CO)C[C@@H]2C)cc1 | i
C[C@@H]1CN([C@H](C)CO)C(=O)c2cc(NS(=O)(=O)c3cccs3)ccc2O[C@H]1CN(C)C(=O)NC1CCCCC1 | i
C[C@@H]1CCCCO[C@@H](CN(C)S(=O)(=O)c2ccccc2)[C@@H](C)CN([C@@H](C)CO)C(=O)c2cc(NC(=O)Cc3ccccc3)ccc2O1 | i
CC(C)NC(=O)Nc1ccc2c(c1)C(=O)N([C@@H](C)CO)C[C@H](C)[C@@H](CN(C)C)O2 | i
Cc1noc(C)c1NC(=O)N(C)C[C@H]1OCCCC[C@@H](C)Oc2ccc(NC(=O)c3ccncc3)cc2C(=O)N([C@@H](C)CO)C[C@@H]1C | i
C/C=C1\C(O[C@@H]2O[C@H](CO[C@@H]3O[C@H](CO)[C@@H](O)[C@H](O)[C@H]3O)[C@@H](O)[C@H](O)[C@H]2O)OC=C(C(=O)OC)C1CC(=O)OCCc1ccc(O)cc1 (some centres undefined) | i
C[C@H]1CN([C@@H](C)CO)C(=O)c2cc(NC(=O)Nc3ccc4c(c3)OCO4)ccc2O[C@@H]1CN(C)S(=O)(=O)c1cccs1 | i

The final 2 entries of the section before come first, to join the parts:
structure | NFkB SMM
C/C=C1\C(O[C@@H]2O[C@H](CO[C@@H]3O[C@H](CO)[C@@H](O)[C@H](O)[C@H]3O)[C@@H](O)[C@H](O)[C@H]2O)OC=C(C(=O)OC)C1CC(=O)OCCc1ccc(O)cc1 (some centres undefined) | i
C[C@H]1CN([C@@H](C)CO)C(=O)c2cc(NC(=O)Nc3ccc4c(c3)OCO4)ccc2O[C@@H]1CN(C)S(=O)(=O)c1cccs1 | i
C[C@H]1CN([C@@H](C)CO)C(=O)CCCn2nncc2CO[C@@H]1CN(C)S(=O)(=O)c1ccc2ccccc2c1 | i
C[C@@H]1CN([C@H](C)CO)C(=O)CCCn2cc(nn2)CO[C@H]1CN(C)C(=O)CCCN(C)C | i
COc1ccc(S(=O)(=O)N[C@@H]2CCCN(Cc3cccc(OCCO)c3)C2)cc1 | i
C[C@@H]1CN([C@@H](C)CO)C(=O)c2cccc(NS(C)(=O)=O)c2O[C@@H]1CN(C)Cc1ccc(C(=O)O)cc1 | i
Cc1cc(C(F)(F)F)nc(SCC(=O)Nc2ccccc2)n1 | i
Cc1noc(C)c1S(=O)(=O)N(C)C[C@H]1Oc2ccc(NC(=O)Cc3cn(C)c4ccccc34)cc2CC(=O)N([C@H](C)CO)C[C@H]1C | i
O=C(NCc1ccco1)Nc1cccc2ccccc12 | i
CNC[C@H]1OCCCC[C@@H](C)Oc2ccc(NC(=O)c3ccncc3)cc2C(=O)N([C@@H](C)CO)C[C@@H]1C | i
C[C@@H]1CN([C@@H](C)CO)C(=O)Cc2cc(NC(=O)Cn3cnnn3)ccc2O[C@H]1CN(C)C(=O)Nc1cccc2ccccc12 | i
C[C@H](CO)N1C[C@H](C)[C@H](CN(C)S(=O)(=O)c2cccs2)Oc2ccc(NC(=O)Nc3ccc4c(c3)OCO4)cc2C1=O | i
Cc1noc(C)c1NC(=O)N(C)C[C@@H]1Oc2ccc(NC(=O)CCC(F)(F)F)cc2C(=O)N([C@H](C)CO)C[C@@H]1C | i
S=C(NCC1CCCO1)Nc1cnn(Cc2ccc(Cl)cc2)c1 (centres undefined) | i
C[C@@H]1CCCCO[C@H](CN(C)S(=O)(=O)c2cn(C)cn2)[C@H](C)CN([C@H](C)CO)C(=O)c2cc(NS(=O)(=O)c3ccccc3)ccc2O1 | i
C[C@@H]1CN([C@H](C)CO)C(=O)Cc2cc(NS(=O)(=O)c3ccccc3)ccc2O[C@H]1CN(C)C(=O)NC1CCCCC1 | i
COc1ccc(C#Cc2ccc3c(c2)[C@]2(C(=O)N3)[C@H](c3ccccc3OCCO)N3[C@H](c4ccccc4)[C@H](c4ccccc4)OC(=O)[C@H]3[C@@H]2C(=O)N2CCCCCCC2)cc1 | +
C[C@@H]1CCCCO[C@@H](CN(C)Cc2ccc(C(=O)O)cc2)[C@H](C)CN([C@H](C)CO)C(=O)c2cc(NC(=O)Nc3ccc(F)cc3)ccc2O1 | i
CC(C)n1cnc2c(NCc3ccccc3O)nc(NCCCO)nc21 | i
COc1ccc2[nH]c(-c3ccccc3)c(CCNC(C)=O)c2c1 | i
C[C@H](CO)N1C[C@H](C)[C@@H](CN(C)S(=O)(=O)c2cccs2)Oc2ccc(NC(=O)Cc3ccccc3)cc2CC1=O | i
COc1ccc(CN(C)C[C@H]2Oc3ccc(NC(=O)Nc4ccc(OC)cc4)cc3C(=O)N([C@@H](C)CO)C[C@@H]2C)cc1 | i
C[C@H]1CN([C@@H](C)CO)C(=O)c2cc(NC(=O)C3CC3)ccc2O[C@@H]1CN(C)S(=O)(=O)c1cccs1 | i
O=C(CC1C(=O)NCCN1C(=O)Nc1ccc(Cl)cc1)Nc1ccc(F)cc1 (centres undefined) | i
C[C@H](CO)N1C[C@H](C)[C@H](CN(C)S(=O)(=O)c2cccs2)Oc2ncc(Br)cc2C1=O | i
COc1ccc(S(=O)(=O)N(C)C[C@@H]2Oc3ccc(NS(=O)(=O)c4ccc(Cl)cc4)cc3C(=O)N([C@@H](C)CO)C[C@H]2C)cc1 | i
CNC[C@H]1OCCCC[C@H](C)Oc2ccc(NC(=O)Nc3ccccc3)cc2C(=O)N([C@H](C)CO)C[C@H]1C | i
CC(=O)c1c(C)oc2ccc(NS(=O)(=O)c3cccc4cccnc34)cc12 | i
C[C@H]1CN([C@@H](C)CO)C(=O)Cc2cc(NC(=O)NC3CCCCC3)ccc2O[C@@H]1CN(C)S(=O)(=O)c1cccs1 | i
C[C@H](CO)N1C[C@H](C)[C@@H](CN(C)C(=O)CCC(F)(F)F)OCCCC[C@H](C)Oc2ccc(NC(=O)CCC(F)(F)F)cc2C1=O | i
COc1cc2[nH]c3ccccc3c2cc1C | i
CCc1ccc(C(Nc2cc(C)ccn2)c2ccc3cccnc3c2O)cc1 (centres undefined) | i
O=S(=O)(CCSc1ccccn1)c1nc2ccccc2s1 | i
C[C@@H]1CN([C@H](C)CO)C(=O)c2cccc(NS(=O)(=O)c3cn(C)cn3)c2O[C@@H]1CN(C)S(=O)(=O)c1ccc(F)cc1 | i
C[C@@H]1CN([C@H](C)CO)C(=O)c2cc(NS(=O)(=O)c3cccs3)ccc2O[C@@H](C)CCCCO[C@@H]1CN(C)Cc1ccccc1 | i
C/C=C\C=C/C1OC(O)(C(CC)C(=O)NC/C=C\C=C(\C)C(OC)C(C)C2OC(\C=C/C=C\C=C(\C)C(=O)c3c(O)cc[nH]c3=O)C(O)C2O)C(O)C(O)C1(C)C (centres undefined) | i
C[C@H]1CN([C@@H](C)CO)C(=O)c2cccc(NC(=O)c3ccc(-c4nccs4)cc3)c2O[C@H]1CN(C)C(=O)Nc1ccccc1 | i

In the list so far, 5 have a CF3 group.
structure | NFkB SMM
C[C@@H]1CCCCO[C@H](CN(C)C(=O)CCC(F)(F)F)[C@H](C)CN([C@@H](C)CO)C(=O)c2cc(NS(C)(=O)=O)ccc2O1 | i
CC(C)NC(=O)N(C)C[C@H]1Oc2ccc(NC(=O)CCC(F)(F)F)cc2CC(=O)N([C@H](C)CO)C[C@H]1C | i
Cc1cc(C(F)(F)F)nc(SCC(=O)Nc2ccccc2)n1 | i
Cc1noc(C)c1NC(=O)N(C)C[C@@H]1Oc2ccc(NC(=O)CCC(F)(F)F)cc2C(=O)N([C@H](C)CO)C[C@@H]1C | i
C[C@H](CO)N1C[C@H](C)[C@@H](CN(C)C(=O)CCC(F)(F)F)OCCCC[C@H](C)Oc2ccc(NC(=O)CCC(F)(F)F)cc2C1=O | i

Screens (PubChem BioAssay)
